Source: PubChem
TRHR agonist: qHTS for Small Molecule Agonists and Allosteric Enhancers of Human TRH Receptor: Primary Screen for Agonists | Thyrotropin-releasing hormone receptor (Homo sapiens), P34981 | TRHR cells, calcium flux fluo-8, FDSS agonist mode | activation, % at 2 µM | hit rate 0.18% among 360,000; in the data active means activation above about 30%; further: 0% is about no effect
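Agonist-mode FDSS calcium read (Ex 480/Em 530, 1 s cycles) in 1536-well TRHR cells with fluo-8 dye, after 10-cycle baseline and 23 nL compound addition; TRH at EC20 (10 nM final) added afterwards for the enhancer phase.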
PI4K2A inh: qHTS for small molecular inhibitors of PI4K2A; activity change, negative = inhibition, % at 76.9 µM; hit rate 0.13% among 420,000; purified PI4K2A, ADP-Glo luminescence, 1 h; active compounds read low; Phosphatidylinositol 4-kinase type 2-alpha (Homo sapiens), Q9BTU6; AID 1346378, 2018; in the data active means activity change below about -50%; inconclusive means mostly about -30% to -49%;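 further: -100% = wells without enzyme as full effect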
Target sequence (Q9BTU6 whole entry, looked up): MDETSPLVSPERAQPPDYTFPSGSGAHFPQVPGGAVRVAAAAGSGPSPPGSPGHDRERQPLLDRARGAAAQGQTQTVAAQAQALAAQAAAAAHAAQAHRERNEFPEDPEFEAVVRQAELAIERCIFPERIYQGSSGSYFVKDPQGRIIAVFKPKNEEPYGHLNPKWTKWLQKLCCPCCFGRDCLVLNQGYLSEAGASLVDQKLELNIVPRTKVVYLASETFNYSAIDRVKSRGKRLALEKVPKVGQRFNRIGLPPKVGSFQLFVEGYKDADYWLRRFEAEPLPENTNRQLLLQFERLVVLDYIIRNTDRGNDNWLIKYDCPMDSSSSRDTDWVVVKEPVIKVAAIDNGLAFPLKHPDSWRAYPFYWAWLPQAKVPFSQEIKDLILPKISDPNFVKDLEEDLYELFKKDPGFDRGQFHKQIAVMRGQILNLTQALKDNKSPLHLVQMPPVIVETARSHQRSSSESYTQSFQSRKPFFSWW
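ADP-Glo luminescence measured ADP generated by PI4K2A enzyme (4 ug/mL before mixing) with 1.2 mM PI substrate (pre-mix) and 300 microM ATP (pre-mix). Tris pH7.5 buffer with MgCl2, Triton X-100; 1 h reaction at ambient temperature.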
D2 ag: HTS Assay for Allosteric Agonists of the Human D2 Dopamine Receptor: Primary Screen for Agonists | HEK293 T-REx D2 cells, calcium flux agonist mode | activation, % at 2 µM | hit rate 0.53% among 340,000 | D(2) dopamine receptor (Homo sapiens), P14416;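 active means activation over 3 SD above normal in the single-dose calcium agonist read, cut at about 30% in these data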; further: 0% is about no effect
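Agonism scored from kinetic calcium signal (1 read/sec, 180 s) following compound pin transfer, after a 10 s baseline. Cells: HEK293 Trex line expressing inducible D2 receptor coupled to calcium, dye-loaded after overnight culture at 30 C.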
USP1-UAF1 inh: Inhibitors of USP1/UAF1: Primary Screen | AID 743255, 2014 | recombinant USP1/UAF1, Ub-Rhodamine cleavage fluorescence | Potency, µM (doses to about 57.1 µM), for the others: top-dose activity change, negative = inhibition, actives largely listed as inhibitors | hit rate 0.23% among 390,000; further: potency means the concentration at half of the fitted maximal effect; on the % scale 0 is the no-effect control and ±100 the full control effect; nearly all actives have a fitted effect of over 60% in size; inactives centre near -12
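Step one: compound is pinned into 1nM USP1/UAF1 in HEPES pH 7.8 buffer with TCEP. Step two: 15 min room-temperature incubation. Step three: Ub-Rho (150nM final) starts cleavage, tracked by fluorescence over six one-minute reads.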
IDH1 R132H inh: qHTS for Inhibitors of mutant isocitrate dehydrogenase 1 (IDH1): qHTS; IDH1-R132H enzyme, NADPH consumption, diaphorase/resazurin fluorescence; hit rate 0.093% among 390,000; Potency, µM (top dose mostly 76.6 µM), for the others: at the top dose activity change, negative = inhibition, actives largely listed as inhibitors; further: potency means the concentration at half of the fitted maximal effect; on the % scale 0 is the no-effect control and ±100 the full control effect; nearly all actives have a fitted effect of over 65% in size
Target sequence (O75874 whole entry R132H, stated change not applied): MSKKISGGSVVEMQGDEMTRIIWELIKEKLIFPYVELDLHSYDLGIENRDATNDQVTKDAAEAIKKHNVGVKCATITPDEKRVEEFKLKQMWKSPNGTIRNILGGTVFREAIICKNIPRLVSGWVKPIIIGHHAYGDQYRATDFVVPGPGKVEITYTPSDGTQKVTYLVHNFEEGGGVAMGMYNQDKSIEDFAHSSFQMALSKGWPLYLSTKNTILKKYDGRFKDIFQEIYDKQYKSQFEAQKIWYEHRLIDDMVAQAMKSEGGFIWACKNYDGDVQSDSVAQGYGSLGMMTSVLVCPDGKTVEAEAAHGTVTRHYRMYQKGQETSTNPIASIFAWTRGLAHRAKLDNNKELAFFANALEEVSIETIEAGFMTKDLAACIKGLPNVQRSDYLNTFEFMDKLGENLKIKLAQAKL
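IDH1-R132H (0.5 ug/mL) preincubated 30 min with compound, then NADPH (0.016 mM) and alpha-KG (2 mM) added; 80 min at RT, pH 7.5. Remaining NADPH coupled via diaphorase/resazurin to fluorescence (540/590 nm); concentration-response curves normalized to no-enzyme control.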
TRHR enhancer: qHTS for Small Molecule Agonists and Allosteric Enhancers of Human TRH Receptor: Primary Screen for Enhancers; enhancement, % at 2 µM; TRHR cells, fluo-8 calcium fluorescence, EC20 TRH enhancement; hit rate 0.66% among 360,000; Thyrotropin-releasing hormone receptor (Homo sapiens), P34981; in the data active means enhancement above about 30%; further: 0% is about no effect
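Enhancer read-out: after compound pinning and an initial kinetic agonist-mode read, an EC20 of TRH (10 nM final) was injected and fluo-8 calcium signal (Ex 480/Em 530) followed at 1 s/cycle for 100 cycles in TRHR-expressing cells.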
D2 antagonist: HTS Assay for Allosteric Antagonists of the Human D2 Dopamine Receptor: Primary Screen for Antagonists; D(2) dopamine receptor (Homo sapiens), P14416; HEK293 TREx D2 cells, calcium flux, dopamine EC80; hit rate 2% among 340,000; inhibition, % at 10 µM; in the data active means inhibition above about 30%; further: 0% is about no effect
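Inhibition of EC80 dopamine-driven calcium flux, recorded kinetically, defines activity here; cells are a tetracycline-induced HEK293 T-REx line expressing force-coupled D2.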
rTrxR1 inhibitor: qHTS Assay for Inhibitors of Mammalian Selenoprotein Thioredoxin Reductase 1 (TrxR1): qHTS. recombinant rTrxR1, NADPH fluorescence consumption, selenite substrate. AID 588453, 2011. Potency, µM (series often up to 114 µM), without a hit: at the top dose activity change, negative = inhibition, most hits filed as inhibitors. hit rate 1% among 390,000. Thioredoxin reductase 1, cytoplasmic (Rattus norvegicus), O89049; further: potency means the concentration at half of the fitted maximal effect; on the % scale 0 is the no-effect control and ±100 the full control effect; nearly all actives have a fitted effect of over 65% in size
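Rat TrxR1 (90 nM in the dispensed reagent) was pre-reduced with 400 uM NADPH for 5 min at room temperature, then incubated with compound for 15 min. After 400 uM selenite was added, NADPH fluorescence (Ex 340/Em 450 nm) was followed for 8 min.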
TrxR1 substrate: qHTS Assay for Substrates of Mammalian Selenoprotein Thioredoxin Reductase 1 (TrxR1): qHTS; Thioredoxin reductase 1, cytoplasmic (Rattus norvegicus), O89049; purified TrxR1 substrate turnover, NADPH consumption readout; Potency, µM (doses to about 114 µM), for the others: at the top dose activity change, negative = substrate turnover; hit rate 0.01% among 390,000; AID 588456, 2011; further: potency means the concentration at half of the fitted maximal effect; on the % scale 0 is the no-effect control and ±100 the full control effect; nearly all actives have a fitted effect of over 50% in size
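Rat TrxR1, dispensed at 90 nM, was prereduced with 400 uM NADPH (final) for 5 min at ~22 deg C, then incubated with compound 15 min before 400 uM selenite. A first-read NADPH fluorescence drop versus no-compound background flagged substrates.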
* = called active by the depositor; ? = inconclusive; . = no result given; [ ] = dose if it differs, or a comment. Unless noted, the call rests on the fitted dose curve; in most records, active means well fitted inhibition curve with a large enough effect; inconclusive means small, poorly fitted or top-dose-only effect; inactive means no such curve, though single readings can be large or run the other way.

Values run as follows: TRHR agonist	PI4K2A inh	D2 ag	USP1-UAF1 inh	IDH1 R132H inh	TRHR enhancer	D2 antagonist	rTrxR1 inhibitor	TrxR1 substrate
1) Cc1ccc(-c2c3c(=O)n(C)c(=O)n(C)c3cn2-n2cnnc2)cc1
    0.1	4.2	0.1	-14.8%	9.6%	-7.1	-3.7	50.1µM*	2.2%
2) CC(C)OC(=O)COc1cc(O)c2c(=O)cc(-c3ccccc3)oc2c1
    1.0	-1.5	0.0	-17.9%	-0.1%	-0.9	-14.9	8.1%	-1.2%
3) O=C1CSCC(=O)N1c1ncc(C(F)(F)F)cc1Cl
    -0.4	6.6	-0.4	-1.6%	0.5%	5.2	-1.4	1.6%[57.1 µM]	-3.3%[57.1 µM]
4) Cc1ccc(CNC(=O)c2ccc3c(=O)n(CC4CCCO4)c(=S)[nH]c3c2)cc1 (configuration not stated)
    -0.4	-1.6	1.2	-9.3%	-0.2%	-7.0	11.4	15.5%	-1.3%
5) COc1ccc(-n2c(COc3cccc4ccccc34)nnc2SCC#N)cc1
    -0.2	4.0	0.7	-10.1%	2.6%	-2.8	7.5	-0.9%	6.4%[57.1 µM]
6) CC(C)c1ccccc1NC(=O)CN1C(=O)c2ccccc2C1=O
    0.2	2.8	-0.3	-26.6%	-2.0%	2.0	-10.5	18.4%	3.8%
7) Cc1c(C(=O)Nc2c(C)n(C)n(-c3ccccc3)c2=O)oc2ccccc12
    0.5	-1.9	-0.2	-18.4%	-5.7%	-6.8	-2.6	15.7%[57.1 µM]	11.3%[57.1 µM]
8) COc1cc(C(=O)Nc2c(C(=O)Nc3ccccc3F)oc3ccccc23)cc(OC)c1OC
    1.1	1.5	1.2	-21.6%	-4.1%	-3.2	.	22.6%	56.0%[activator]
9) COc1ccccc1N1CCN(C(=O)c2ccc(CSc3ccccc3)cc2)CC1
    -1.4	-0.3	-0.8	-21.4%	-7.7%	-2.1	-8.7	15.1%[57.1 µM]	-11.6%
10) CCN1C(=O)/C(=c2\o/c(=C3\C=Cc4ccccc4N3CC)c(=O)n2CC)SC1=S
    -0.3	-5.2	0.7	-26.9%	0.6%	0.5	-5.5	13.0%	8.3%
11) Cc1ccc(S(=O)(=O)N2CC(O)C[C@H]2C(=O)OCC(=O)c2ccccc2)cc1 (some centres not stated)
    -1.0	0.8	-0.3	-17.9%	0.6%	-0.1	3.7	4.9%	5.5%
12) COc1ccc(N(CC(=O)Nc2ccc(S(=O)(=O)N3CCCCC3)cc2)S(C)(=O)=O)cc1OC
    0.7	-2.8	0.7	-9.3%	-1.7%	-3.4	16.5	11.1%	-7.1%
13) C#Cc1ccc([C@H]2C=C(C(=O)N3CCOCC3)O[C@@H](OCc3ccc(CO)cc3)C2)cc1
    0.1	-1.9	-0.3	-6.4%	1.5%[38.3 µM]	0.2	-0.8	-28.1%	-3.9%
14) O=C(OCC(=O)N1CCN(c2ccccc2)CC1)c1ncc(Cl)c(Cl)c1Cl
    -1.4	-3.6	-0.3	-7.5%	0.0%	-7.6	4.4	-16.9%[57.1 µM]	-12.8%[57.1 µM]
15) COc1ccc(CN(C)c2ccc(S(=O)(=O)N3CCN(C)CC3)cc2[N+](=O)[O-])cc1OC
    0.7	3.8	-1.6	-0.7%	2.0%	-2.6	-6.6	-9.0%	-21.5%
16) Cc1ccc(N=C2S/C(=C\c3cn(CC(=O)O)c4ccccc34)C(=O)N2C)cc1
    1.6	-7.5	3.4	-25.9%	-6.0%	5.2	0.2	-4.3%[57.1 µM]	-18.4%
17) Cc1cccc(CCNS(=O)(=O)c2ccc3c(c2)CCN3C(=O)CCC(=O)O)c1
    0.0	2.8	-0.5	-16.0%	-8.9%	1.4	1.5	-2.3%	-9.1%
18) COC(=O)/C=C/C(=O)Nc1cccnc1
    0.3	0.8	-0.1	-0.4%	3.4%	0.3	-1.6	?	-10.2%
19) COc1ccc(CN2COc3ccc4c(-c5ccc(OC)cc5)cc(=O)oc4c3C2)cc1
    -0.3	-6.0	.	-15.3%	-17.9%	-1.4	.	3.8%	13.4%
20) CCN(Cc1ccccc1)C(=O)c1cc2c(OC)c(OC)c(OC)cc2[nH]1
    -0.7	-0.8	-2.4	-14.7%	16.0%	-8.6	11.3	43.5%	17.5%

Ordered by SMILES length (largest number first): part of the list above
Values run as follows: TRHR agonist	PI4K2A inh	D2 ag	USP1-UAF1 inh	IDH1 R132H inh	TRHR enhancer	D2 antagonist	rTrxR1 inhibitor	TrxR1 substrate
16) Cc1ccc(N=C2S/C(=C\c3cn(CC(=O)O)c4ccccc34)C(=O)N2C)cc1
    1.6	-7.5	3.4	-25.9%	-6.0%	5.2	0.2	-4.3%[57.1 µM]	-18.4%
3) O=C1CSCC(=O)N1c1ncc(C(F)(F)F)cc1Cl
    -0.4	6.6	-0.4	-1.6%	0.5%	5.2	-1.4	1.6%[57.1 µM]	-3.3%[57.1 µM]
18) COC(=O)/C=C/C(=O)Nc1cccnc1
    0.3	0.8	-0.1	-0.4%	3.4%	0.3	-1.6	?	-10.2%

The list goes on.
Values run as follows: TRHR agonist	PI4K2A inh	D2 ag	USP1-UAF1 inh	IDH1 R132H inh	TRHR enhancer	D2 antagonist	rTrxR1 inhibitor	TrxR1 substrate
21) CCN(CC)S(=O)(=O)c1ccc(C)c(NC(=S)N2CCN(C/C=C/c3ccccc3)CC2)c1
    1.5	-1.5	7.6	-27.6%	-4.7%	1.3	-5.1	-2.3%	-2.6%
22) O=C(NOCc1ccccc1)c1ccc(Cl)cc1Cl
    -1.5	3.8	0.5	-12.5%	0.0%	3.4	-0.2	-4.4%	-7.7%
23) Cc1ccccc1-c1nc(S(=O)(=O)c2ccc(Br)cc2)c(NCc2cccnc2)o1
    0.5	-3.8	0.5	-16.9%	7.0%	-4.8	3.2	21.1%	12.9%
24) COc1ccc2sc(-c3ccccc3OC)c(-c3ccc(OC)c(F)c3)c2c1
    0.2	0.4	47.7*	-23.8%	-11.1%	11.0	2.8	34.0%[57.1 µM]	10.9%[57.1 µM]
25) Cc1c(Br)c([N+](=O)[O-])nn1CC(=O)Nc1c(C)n(C)n(-c2ccccc2)c1=O
    0.9	-1.7	0.7	-20.6%	-5.3%	3.0	9.0	7.4%	-2.1%
26) CCOc1ccc(N(Cc2cc3ccc(C)cc3[nH]c2=O)S(=O)(=O)c2ccccc2)cc1
    0.1	0.5	0.4	-0.6%	-5.9%	-3.6	-2.1	10.7%	-4.6%
27) Cc1cccc(C)c1N(CC(=O)N1CCOCC1)S(C)(=O)=O
    0.3	-3.0	-0.2	-14.3%	3.4%	-1.0	-1.5	18.6%[57.1 µM]	7.8%[57.1 µM]
28) O=C(NCc1ccccc1Cl)NCc1ccccc1Cl
    -0.3	1.6	-0.8	-16.7%	19.4%	-3.5	-13.3	28.1%	5.0%
29) CCOC(=O)CNC(c1ccccc1)c1cc(Br)ccc1NC(=O)c1ccc(Cl)cc1 (configuration not stated)
    0.1	-5.2	-0.2	-16.3%	-8.5%	-3.0	.	17.9%	1.9%
30) CC(=O)NC(c1ccc(C)cc1)c1cc(Cl)c2cccnc2c1O (configuration not stated)
    2.6	2.6	1.6	-18.5%	-9.5%	5.4	-9.7	27.8%	2.0%
31) NC(=O)COC(=O)c1ccc(Cl)c(S(=O)(=O)N2CCCCCC2)c1
    -0.2	0.2	0.0	-6.3%	7.2%	-1.8	-3.3	-12.0%	-5.8%
32) O=C(N=Nc1c(O)[nH]c2ccccc12)c1cc(-c2cccs2)[nH]n1
    0.4	3.4	1.0	-21.0%	33.3%[activator]	-2.8	12.6	-1.1%	-2.7%
33) COC(=O)c1cc(S(=O)(=O)NCc2ccc3c(c2)OCO3)c[nH]1
    -0.2	-4.5	.	-8.4%	-5.7%	14.1	.	14.5%	-1.5%
34) COc1cccc(CNS(=O)(=O)c2cn(C)cn2)c1
    -1.1	-1.6	-1.0	1.6%	2.8%	12.3	-10.8	-4.4%	-9.6%
35) O=[N+]([O-])c1ccccc1S(=O)(=O)Nc1cccnc1
    0.1	-0.2	-1.1	-6.1%	3.1%	-1.2	-5.4	13.8%[57.1 µM]	7.7%[57.1 µM]
36) Cc1ccc(O)c(NC(=O)CSc2ccc(Cl)cc2)c1
    -1.8	13.6	-1.1	-0.1%	0.0%	4.0	18.0	14.5%	11.6%[57.1 µM]
37) O=C(C1CC(c2ccccc2O)=NO1)N1CCc2ccccc2C1 (configuration not stated)
    -0.2	3.2	-2.9	-0.5%	4.6%	16.1	-15.7	2.6%	-6.6%
38) Cc1ccccc1-c1nn2c(=O)cc(CN3CCN(C(=O)c4ccc(C(C)(C)C)cc4)CC3)nc2s1
    -0.2	-4.7	-0.5	-6.4%	-1.2%	10.6	.	0.6%[57.1 µM]	0.6%[57.1 µM]
39) O=C(COc1ccc(C(=S)N2CCC(Cc3ccccc3)CC2)cc1)N1CCOCC1
    -0.2	4.4	-0.9	-15.7%	1.5%	-0.2	-2.4	15.6%	-5.6%
40) Cc1cc(NS(=O)(=O)c2ccc(NS(=O)(=O)c3ccc(CC(C)C)cc3)cc2)nc(C)n1
    0.3	7.0	-0.5	-10.3%	18.5µM*	0.2	-2.6	7.9%	10.2%
